Compound activity: PubChem, several laboratories
aDG glyco act: increases alpha dystroglycan glycosylation; activation, % at 10 µM; Pro5-aDG cells, alpha-DG glycosylation AlphaScreen (IIH6); 0% Pro5, 100% B10-LARGE cell signal; actives 0.22% (n = 360,000);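 active means activation of at least 8% versus controls, or a plate z-score of at least 8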;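 further: Pro5 are CHO cells carrying HIG-tagged alpha-DG that lacks glycosylation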
hiPSC survival: enhancers of human iPSC single-cell survival; hiPSC single-cell survival, ATPlite luminescence; 100% = ROCK inhibitor wells, 0% = DMSO; survival enhancement, % at 20 µM; actives 0.044% (n = 360,000); AID 602274; in the data active means survival enhancement above about 18%;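 further: cells exposed to compounds for 16 hours before the ATP read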
N-glyco inh: N-linked glycosylation inhibition | D54 ERlucT glycosylation luciferase reporter, 24 h; percent of 100 nM tunicamycin response | reporter increase, % at 12.5 µM | actives 0.23% (n = 360,000) | AID 588692;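 active means mean luciferase reporter signal, scaled so untreated is 0 and the glycosylation-blocking control 100, at or above a set limit in every replicate; inconclusive means mean reaches the limit but not every replicate does; inactive means mean below the limit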;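 further: luciferase carries N-glycosylation sites so blocking glycosylation raises the light; 0% = median of neutral control wells and 100% = median of 100 nM tunicamycin wells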
PDI turbidity: blocks human protein disulfide isomerase activity; inhibition, % at 10 µM; AID 588391; PDI insulin aggregation turbidity, A650, 90 min; actives 0.052% (n = 350,000);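 active means mean inhibition across replicates of 30% or more, whatever share of single replicates reach that level; inconclusive means mean inhibition below 30% while every single replicate reaches 30%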;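 further: absorbance from insulin aggregation driven by PDI reduction with DTT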
Target sequence (P07237 whole entry, looked up): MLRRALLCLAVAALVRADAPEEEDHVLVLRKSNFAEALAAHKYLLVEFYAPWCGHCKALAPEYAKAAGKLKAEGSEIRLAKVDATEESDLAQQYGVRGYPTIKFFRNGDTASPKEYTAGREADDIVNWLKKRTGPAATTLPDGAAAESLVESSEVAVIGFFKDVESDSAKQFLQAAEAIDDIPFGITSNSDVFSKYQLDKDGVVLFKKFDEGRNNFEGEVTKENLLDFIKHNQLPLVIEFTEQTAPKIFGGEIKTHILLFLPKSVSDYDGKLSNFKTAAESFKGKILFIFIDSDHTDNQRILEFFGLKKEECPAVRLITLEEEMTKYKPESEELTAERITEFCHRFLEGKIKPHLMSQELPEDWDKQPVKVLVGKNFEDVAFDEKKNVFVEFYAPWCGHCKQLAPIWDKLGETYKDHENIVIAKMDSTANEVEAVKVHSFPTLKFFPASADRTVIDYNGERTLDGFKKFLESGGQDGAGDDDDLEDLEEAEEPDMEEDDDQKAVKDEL
Cardio protect: protects H9c2 cardiomyocytes from peroxide injury. H2O2 injury protection, ATPLite, 2 h. protection from H2O2 cell death, % at 20 µM. actives 0.63% (n = 360,000). AID 588492;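 active means compounds giving at least 50% protection of heart cells from peroxide-induced death in the single-dose screen, raw or plate-pattern-corrected value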;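 further: 0% = DMSO wells with peroxide and 100% = DMSO wells without peroxide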
CaV13 FRET inh: Disruptors of the CACNA1D IQ motif to Ca2+-dependent inactivation inhibitor domain association, primary screening, Förster resonance energy transfer in intact living … | HEK cells, CFP/YFP FRET ICDI-IQ, plate reader, 10 min; percent FRET-ratio fall versus neutral wells | inhibition, % at 12.3 µM | actives 0.098% (n = 340,000) | AID 743397;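 active means mean replicate inhibition of at least 30% and at least 1% of replicates passing that level; inconclusive means only one of the two criteria is met; inactive means neither criterion is met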;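 further: 0% = median of the neutral control wells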
Granule exo inh: blocks lytic granule exocytosis; TALL-104 LAMP-1 surface exposure, flow cytometry; cells stimulated with thapsigargin and PMA; inhibition, % at 10 µM; actives 0.66% (n = 360,000); AID 651702;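 active means inhibition above about 55%, limit read from the data; inconclusive means no clear call, values can overlap the other calls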
ABCB6 inh MLPCN: human ABCB6 transporter inhibition. K562-ABCB6 porphyrin accumulation, flow cytometry, 1 h; hits give low values. actives 0.19% (n = 360,000). Q9NP58. fluorescence ratio to DMSO, % at 10 µM;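 active means fluorescence ratio to DMSO below 75%, the collection mean minus 3 SD; inconclusive means too few cells collected in the well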;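 further: signal is porphyrin accumulated inside mitochondria; 100% equals median channel fluorescence of DMSO control wells; lower ratio means ABCB6 inhibition with less porphyrin fluorescence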
HTR2A ag: mouse HTR2A agonism via beta-arrestin recruitment | CHO-K1 mHTR2A beta-arrestin complementation, luminescence; percent of 30 µM serotonin response | actives 0.66% (n = 360,000) | P35363 | activation, % at 7.6 µM | AID 624169;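 active means activation above a run cutoff, the mean activation of all tested compounds plus 3 SD, cut at about 14% in these data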;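 further: 0% = plate median of compound wells and 100% = 30 µM serotonin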
Target sequence (P35363 whole entry, looked up): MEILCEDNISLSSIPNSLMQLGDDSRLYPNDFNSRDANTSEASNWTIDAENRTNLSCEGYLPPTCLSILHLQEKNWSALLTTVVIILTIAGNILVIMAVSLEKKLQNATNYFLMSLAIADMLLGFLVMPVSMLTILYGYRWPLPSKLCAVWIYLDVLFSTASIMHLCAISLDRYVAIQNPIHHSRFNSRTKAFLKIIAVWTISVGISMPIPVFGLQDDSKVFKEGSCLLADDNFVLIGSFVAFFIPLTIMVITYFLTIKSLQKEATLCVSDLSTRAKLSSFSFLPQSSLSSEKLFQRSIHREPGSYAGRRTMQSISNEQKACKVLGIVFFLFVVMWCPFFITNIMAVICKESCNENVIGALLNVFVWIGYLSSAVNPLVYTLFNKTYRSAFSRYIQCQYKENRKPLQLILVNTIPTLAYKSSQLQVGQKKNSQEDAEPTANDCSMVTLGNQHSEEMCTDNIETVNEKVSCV
Vif inh: HIV Vif inhibition; HEK293T cells, Vif self-association by quenched fluorescence, imaging, 24 h; inhibition, % at 7.49 µM; actives 0.35% (n = 340,000); AID 602346; in the data active means inhibition above about 50%, passing the limit was not always enough; inconclusive means no clear call, values can overlap the other calls; inactive means below about 31%; further: some results filed as inactive read as strong as hits
* = called active by the depositor; ? = inconclusive; / = not tested or not shown.

SMILES	aDG glyco act	hiPSC survival	N-glyco inh	PDI turbidity	Cardio protect	CaV13 FRET inh	Granule exo inh	ABCB6 inh MLPCN	HTR2A ag	Vif inh
CC(C)c1nnc(NC(=O)CCC(=O)N2CCN(c3ccccn3)CC2)s1	-0.1	0.6	-0.4	3.1	-0.2	-3.9	1.8	95.0	3.1	1.3
Cc1ccc(NC(=O)COc2coc(CN3CCN(c4ccccc4)CC3)cc2=O)cc1	0.0	-0.6	1.6	11.4	-6.0	-0.9	3.2	98.0	-1.3	-0.4
COc1ccc(CNC(=O)C(=O)NCC2OCCN2S(=O)(=O)c2ccc3c(c2)OCCO3)cc1 (centres undefined)	-0.1	0.2	0.2	/	-0.3	-6.4	0.6	94.0	-1.5	-6.2
COc1ccc(CCNC(=O)CCCn2c(SCC#N)nc3ccccc3c2=O)cc1OC	-0.1	-1.0	-1.0	-2.3	8.2	-4.3	-2.9	90.0	2.3	-15.1
COc1cccc(NC(=O)CN(C)C(=O)CC2Sc3ccccc3NC2=O)c1 (centres undefined)	0.2	-1.5	0.0	14.8	7.8	-2.1	1.3	99.0	4.3	1.7
Fc1cc(F)c2nc(N3CCCCC3)sc2c1	0.0	-0.7	-0.6	6.7	-11.4	-4.4	-0.1	97.0	1.9	1.0
CN(Cc1ccccc1)C(=O)c1ccc2c(c1)OCCO2	0.9	-0.3	-0.7	4.4	1.7	-5.5	0.9	103.0	-1.5	6.6
COCCNC(=O)COCc1cc(-c2ccc3c(c2)OCO3)on1	0.0	0.6	-1.2	1.2	-2.3	-16.4	-6.5	98.0	5.4	7.5
CCC(=O)Oc1ccc2c(C)c(Cl)c(=O)oc2c1	-0.1	-3.1	-1.0	-5.1	4.0	-3.7	-1.7	90.0	2.6	17.0
CC1CCc2c(sc(N)c2C(=O)OC(C)C)C1 (centres undefined)	0.4	-3.2	-2.3	-10.3	-22.9	-3.9	1.5	107.0	5.0	-21.4
CCN(CC)C1CCN(Cc2c(C(=O)N3CCCCCCC3)nc3ccc(Cl)cn23)C1 (centres undefined)	0.2	-0.1	1.0	-22.4	4.2	/	-0.6	101.0	-0.3	-7.9
COc1cc(CC(=O)Nc2ccc3c(c2)CCC3)cc(OC)c1OC	0.8	0.2	0.1	-11.0	-11.7	-5.3	2.4	100.0	-4.8	-3.1
COc1cc(OC)cc(C(=O)NCC2CCCO2)c1 (centres undefined)	-0.3	0.8	1.3	0.1	-0.9	-8.3	-2.4	98.0	0.8	15.3
Cc1ccc(S(=O)(=O)N2CCCNCC2)cc1	0.1	0.4	1.5	-22.9	-1.3	-3.0	8.2	97.0	-7.5	27.7
CC(=O)Nc1ccc(C=C(C(C)=O)C(C)=O)cc1	0.0	-0.7	7.6	3.2	13.6	-20.4	-9.4	100.0	4.0	1.8
Clc1ccc(Cl)c(Oc2ccc(Oc3nc(Cl)ccc3Cl)cc2)n1	-0.2	2.6	3.1	-2.6	-7.7	-4.2	-0.1	98.0	2.5	17.3
Cc1cc(Cl)ccc1Oc1ncc(CN2CCN(c3ccccc3)CC2)s1	-0.2	0.8	0.8	6.3	-24.7	-4.6	3.0	95.0	13.5	2.9
CCCOc1ccc(C(C(=O)OCCN(CC)CC)c2ccccc2)cc1 (centres undefined)	1.3	0.7	-2.9	1.6	-15.7	/	6.5	96.0	2.3	-1.4
O=C(NNC(=O)c1ccccc1Cl)c1cccs1	0.4	3.5	1.7	-12.2	13.0	-7.8	0.4	94.0	2.0	25.3
COc1ccc(N2CCN(c3nc(NCCc4ccc(OC)c(OC)c4)nc(OC)n3)CC2)cc1	-0.3	1.0	-4.2	-2.0	49.3	-4.2	3.5	87.0	0.1	-4.2
CCOC(=O)c1ccc(N/C=C/C(=O)c2ccccc2)cc1	0.9	-0.8	1.0	0.1	-13.4	-4.5	-1.3	97.0	-2.4	5.2
COc1cccc(CNC(=O)CCC2CCCN(C(=O)c3cc(C)[nH]n3)C2)c1 (centres undefined)	0.3	-0.4	-0.8	-4.3	-1.7	3.9	-6.3	93.0	-5.3	0.6
O=C1C=C(O)CC(c2ccc(Cl)c(Cl)c2)C1 (centres undefined)	-0.2	-0.3	2.4	3.8	-6.5	/	1.1	/	1.4	5.9
COc1ccc(OCCC(=O)OCC(=O)Nc2ccc(Br)cc2)cc1	-0.3	1.7	1.7	-6.2	3.4	-4.9	-0.3	92.0	-0.6	-5.0
COc1ccccc1NC(=S)N(CCCN1CCOCC1)Cc1cccs1	0.0	1.2	-6.4	-7.1	4.7	-6.3	1.1	93.0	-3.6	-2.1
COc1ccc(CC(=O)NCCS(=O)(=O)N2CCN(c3ccc(F)cc3)CC2)cc1OC	0.4	-0.5	-1.3	-4.8	-6.7	-5.0	-0.2	90.0	2.7	-7.8
CN(C)c1nc(C#N)nc(N(C)C)n1	-0.2	-0.3	-1.8	0.0	5.8	2.0	15.3	92.0	2.6	16.1
Cc1csc(=O)n1CCC(=O)NCc1ccc(F)cc1	-0.1	0.2	1.3	-1.6	-1.3	-4.9	9.4	99.0	-4.6	1.9
Cn1cc(CNCc2ccccc2OCC(O)CN2CCc3ccccc3C2)cn1 (centres undefined)	-0.4	-0.6	-0.4	-1.9	10.0	-3.3	28.8	87.0	8.6	22.9
COc1ccc(NC(=O)Nc2cc(C)ccc2F)cc1	0.4	-1.8	-0.8	-7.9	-2.7	-5.4	9.0	98.0	3.0	-5.2
CC(C)OP(=O)(OC(C)C)C(Nc1ccc([N+](=O)[O-])cc1)c1cccc([N+](=O)[O-])c1 (centres undefined)	0.1	0.3	5.1	-15.6	-4.6	-1.6	22.8	98.0	0.9	-7.3
COc1cccc2cc(C(=O)CS(=O)(=O)c3ccc(Cl)cc3)c(=O)oc12	0.0	2.0	2.9	15.0	30.9	-15.2	1.1	105.0	-0.2	-1.5
CCn1cc(SCC(=O)NC2CCCC2)c2ccccc21	0.3	0.1	-0.3	3.9	-1.5	-5.2	0.2	104.0	-3.6	/
CC(C)COC(=O)n1c(=O)oc2cc(S(=O)(=O)N3CCCCC3)ccc21	0.0	0.1	-1.7	5.2	-10.6	-9.5	-0.1	100.0	0.9	-0.1
C=C1C(=O)OCC2C(C(=O)O)=CC3C(C)C(C)=CC123 (centres undefined)	0.6	-0.8	-4.3	-3.9	-2.6	-6.0	-11.5	101.0	-1.4	2.3
O=C(CCc1ccccc1)OCCN1CCOCC1	0.4	-4.2	1.1	11.3	1.3	-2.6	3.9	103.0	-2.1	2.4
OC(Cc1ccccc1Br)c1ncc(-c2cccc(C(F)(F)F)c2)[nH]1 (centres undefined)	0.1	5.0	-3.9	-2.1	-16.3	-5.2	-2.4	97.0	2.1	-9.9
CC1CCN(CCCNC(=O)c2ccc3c(=O)n(CCc4ccccc4)c(=O)[nH]c3c2)CC1	0.9	-2.6	-6.0	-2.5	2.3	-5.1	1.7	98.0	6.2	51.9*
O=C(CSC(=S)N1CCCCC1)Nc1nc(-c2ccccc2)c(-c2ccccc2)o1	0.5	-0.8	1.5	0.1	-0.2	-7.2	-0.5	94.0	0.7	-7.7
COc1ccc(CCN(C(=O)Cn2nnc3ccccc32)C(C(=O)NCC2CCCO2)c2ccncc2)cc1OC (centres undefined)	0.0	-0.5	0.2	9.6	6.1	1.1	-13.3	93.0	7.5	-3.7
COc1ccccc1C(=O)NCC(=O)NNC(=O)C1COc2ccccc2O1 (centres undefined)	-0.3	-0.5	1.1	-4.4	-6.4	-6.1	0.2	97.0	-7.8	-2.9
CCOc1ccc(NC(=S)NNC(=O)CC(C)O)cc1 (centres undefined)	-0.3	0.3	1.4	9.3	-16.6	3.0	0.4	89.0	-1.7	2.9
CC(=O)Nc1ccc(-c2ccnc3c2CC(C(=O)Nc2cccc(C(F)(F)F)c2)O3)cc1 (centres undefined)	0.0	-1.4	0.8	1.6	6.7	-4.8	-14.4	100.0	0.8	-9.9
Cc1cc(C)c(NC(=O)COC(=O)/C=C/c2cccs2)c(C)c1	0.1	-1.1	-0.4	4.8	2.3	-2.1	-1.4	96.0	2.0	3.3
Cc1cccc(Nc2cc(=O)n(C)c(=O)n2C)c1	-0.1	1.6	2.6	12.6	4.4	-5.8	-4.5	95.0	6.4	-2.2

An excerpt from above in order of SMILES length, rising:
SMILES	aDG glyco act	hiPSC survival	N-glyco inh	PDI turbidity	Cardio protect	CaV13 FRET inh	Granule exo inh	ABCB6 inh MLPCN	HTR2A ag	Vif inh
C=C1C(=O)OCC2C(C(=O)O)=CC3C(C)C(C)=CC123 (centres undefined)	0.6	-0.8	-4.3	-3.9	-2.6	-6.0	-11.5	101.0	-1.4	2.3
COc1ccccc1C(=O)NCC(=O)NNC(=O)C1COc2ccccc2O1 (centres undefined)	-0.3	-0.5	1.1	-4.4	-6.4	-6.1	0.2	97.0	-7.8	-2.9
CC1CCN(CCCNC(=O)c2ccc3c(=O)n(CCc4ccccc4)c(=O)[nH]c3c2)CC1	0.9	-2.6	-6.0	-2.5	2.3	-5.1	1.7	98.0	6.2	51.9*

Next part.
SMILES	aDG glyco act	hiPSC survival	N-glyco inh	PDI turbidity	Cardio protect	CaV13 FRET inh	Granule exo inh	ABCB6 inh MLPCN	HTR2A ag	Vif inh
O=C(CSc1ccc(Cl)cc1)N/N=C/c1cccnc1	0.0	-0.3	-2.3	3.0	6.5	-6.6	9.1	95.0	-1.2	-1.8
CCCOC(=O)CSc1nnc(-c2ccc(Cl)cc2Cl)o1	0.5	-1.1	1.1	-10.8	-17.3	-7.5	-0.2	99.0	3.5	0.4
COc1ccc(OC)c(N(CC(=O)Nc2cccc3ccccc23)S(C)(=O)=O)c1	-0.1	-0.4	?	-10.8	-2.2	-5.8	-0.1	95.0	1.6	-1.2
COc1ccc(-n2c(Cc3cccn3C)nnc2SCC(=O)Nc2cc(C)cc(C)c2)cc1	0.5	-1.6	0.4	/	2.9	-11.5	1.7	101.0	-2.1	-3.5
Cn1c(N)c(C(=O)COC(=O)C2CCCN2C(=O)c2cccs2)c(=O)n(C)c1=O (centres undefined)	-0.1	-1.0	-0.2	-1.9	-16.5	-1.9	-1.1	94.0	-4.4	-0.8
CCC(C)N(C(=O)c1csnn1)C(C(=O)NC1CCCC1)c1ccccc1F (centres undefined)	0.0	0.3	0.5	5.5	2.1	-2.0	0.6	103.0	3.7	5.3
COc1ccc(/C=N/NC(=O)c2ccccc2NC(=O)c2ccco2)c(OC)c1	-0.1	-0.6	3.6	-4.3	3.5	-4.9	-3.6	98.0	0.5	-2.0
Fc1ccc(-n2nnnc2-c2ccccc2Cl)cc1	-0.4	0.2	-1.9	0.5	6.5	-0.1	-3.3	106.0	4.9	-1.7
CCCN(CCC)C(=O)Cn1c(=O)n(CCC(=O)NCCc2ccccc2)c(=O)c2ccccc21	-0.1	-0.7	-3.2	-3.2	3.0	-2.8	2.1	96.0	2.4	-10.6
Cc1c(Cl)cccc1NC(=O)CCN1CCC(C(N)=O)CC1	-0.1	0.5	-0.1	-3.2	1.5	-3.8	-2.7	105.0	-0.8	-0.5
COc1ccc(NC(=O)C(c2ccccc2F)n2c(=O)c(-c3ccco3)nc3ccccc32)cc1 (centres undefined)	0.1	/	/	/	/	-5.7	-4.8	/	0.2	/
CCCNC(C)(C)COC(=O)c1ccccc1	-0.1	1.1	3.2	-6.3	7.7	-4.5	-2.6	97.0	2.1	36.8
